Screening results deposited in PubChem BioAssay by National Center for Advancing Translational Sciences (NCATS).
aSyn tox rescue: inhibitors of alpha-synuclein toxicity in yeast | S. cerevisiae alpha-synuclein toxicity rescue, BacTiter-Glo growth, 24 h | Potency, µM (titrated, usually from 46.1 µM), inactives show at the top dose growth rescue (activation), usual class: activators | actives 0.02% (n = 94,000) | AID 1347070; active means well fitted activation curve with a large enough effect; inconclusive means small, poorly fitted or top-dose-only effect; further: 0% is about no effect
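Growth restoration measured by BacTiter-Glo luminescence after 24 hr at 30 deg C; alpha-synuclein yeast, raffinose-pregrown to mid-log, were added at OD600=0.02 in galactose medium onto pinned compounds.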
* hit, by the source's call; ? = inconclusive; & = joins results of further samples; [ ] = dose if it differs, or a comment. Potency means the concentration at half of the fitted maximal effect. Not all compounds are listed; the hit share may differ from the screen's.

SMILES | aSyn tox rescue
Cc1ccc(CNC(=O)CCCCn2c(=O)c3ccccc3n(Cc3c(C)cc(C)cc3C)c2=O)cc1 | 5.1%
CCCCCCn1c(=O)n2n(c1=O)[C@@H]1CN(S(=O)(=O)c3ccc(C)cc3)C[C@]1(O)[C@@H](OC(=O)NCc1ccccc1F)C2 | 3.6%
O=C1CCCC1C(=O)Nc1ccc2ccccc2c1 (stereo unspecified) | -6.6%
COc1ccccc1N(CC(=O)Nc1ccc2c(c1)OCO2)S(=O)(=O)c1ccc(C)cc1 | -6.2%
COc1ccccc1C1=NS(=O)(=O)N(C)C(C(=O)Nc2cc(OC)c(OC)c(OC)c2)=C1 | 6.1%
Cc1cc(C)cc(NC(=O)N2CCC(CN3CCc4ccccc4C3)CC2)c1 | 0.8%
CCc1ccc(OC(=O)c2sc3ncn(Cc4cccc(F)c4)c(=O)c3c2C)cc1 | -10.2%
COC(=O)c1ccccc1NC(=O)CN(c1ccc(Cl)cc1)S(=O)(=O)c1ccc(OC)cc1 | -9.9%

(list continues)
SMILES | aSyn tox rescue
COc1ccc(C)cc1Nc1nc(-c2cccc(Cl)c2)c2c(n1)-c1ccccc1OC2 | 1.2%
COc1ccc(NC(=O)CCn2c(=O)c3cccn3c3ccccc32)c(OC)c1 | 5.1%
COc1ccc(-c2noc(N3CCC(C(=O)Nc4cccc(C)c4C)CC3)n2)cc1 | 0.7%
CCOC(=O)c1ccccc1NC(=O)CN(c1cc(C(F)(F)F)ccc1Cl)S(C)(=O)=O | -1.0%
O=C(CNC(=O)c1ccc(Cl)cc1Cl)OCCOc1ccccc1 | -5.9%
Oc1c(C(c2ccccc2)N2CCN(Cc3ccccc3)CC2)sc2nc(-c3ccco3)nn12 (stereo unspecified) | -11.7%
COCC(=O)N1C[C@H]2CON(C)[C@H]2C[C@H]1c1cccc(-c2ccccc2)c1 | 1.4%
NC(=O)c1nsc(C(=O)N(Cc2ccccc2Cl)C(C(=O)NCC2CCCO2)c2ccc(O)cc2)c1N (stereo unspecified) | 8.5%

(listing goes on)
SMILES | aSyn tox rescue
CCOCCCN(C(=O)CCC(=O)Nc1cc(C)on1)C(C(=O)NC(C)(C)CC)c1cccc(OC)c1OC (stereo unspecified) | 2.0%
CSCCC(NC(=O)c1ccccc1Cl)C(=O)NCCOc1ccc(C)cc1 (stereo unspecified) | 1.2%
Cc1ccc(NC(=O)C2CCN(S(=O)(=O)c3cc(-c4noc(C)n4)ccc3C)CC2)c(C)c1 | 1.3%
Cc1ccc2cc3cc(C(=O)N(C)c4ccccc4C)oc3nc2c1 | -8.2%
COCCCNC(=O)CCn1c(=O)c2ccccc2n(CC(=O)Nc2c(C)cc(C)cc2C)c1=O | -7.0%
Cc1cccc(-n2nnc(-c3nc(-c4cccs4)no3)c2N)c1 | -9.9%
COc1ccc(NC(=S)N2CCN(Cc3ccccc3)CC2)cc1 | 2.3%
Cc1cc(C)c(Cn2c(=O)n(CCCCC(=O)NCc3ccccc3Cl)c(=O)c3ccccc32)c(C)c1 | -2.5%

(cont.)
SMILES | aSyn tox rescue
Cc1ccc(CC(C)(O)CC(C)(O)Cc2ccc(C)cc2)cc1 (stereo unspecified) | 14.8%
Cc1ccc2oc(=O)c3cc(C(=O)Nc4cccc(C#N)c4)sc3c2c1 | -1.3%
CCCCn1c(SCC(=O)NC2CC2)nc2cc(C(=O)OC)ccc2c1=O | -2.2%
COc1ccc(CCN2CCC(CNC(=O)c3cnn(-c4ccccc4)c3C3CCN(C(=O)OC(C)(C)C)CC3)CC2)cc1 | 0.7%
O=[N+]([O-])c1ccc(S(=O)(=O)NCCc2cn3ccccc3n2)cc1 | -1.9%
Cc1cc(S(=O)(=O)Nc2ccc3oc4c(c3c2)CCCC4)ccc1Cl | 3.9%
O=C([C@@H]1CCCN1C1=NS(=O)(=O)c2ccccc21)N1CCN(c2ccccc2)CC1 | 3.9%
Cc1ccc(S(=O)(=O)N(CC(=O)NCCSc2ccc(Cl)cc2)c2ccccc2C)cc1 | 1.3%

(further entries)
SMILES | aSyn tox rescue
COc1ccc(Cn2c(=O)n(-c3ccc(F)c(Cl)c3)c(=O)c3c2c2cc(OC)ccc2n3C)cc1 | -2.7%
CC1C(c2ccccc2)OCCN1C=NC#N (stereo unspecified) | 2.3%
Cc1nc2ccccc2n1Cc1ccc(Br)cc1 | 12.9%
COc1ccc2[nH]c(=O)c(CN(C(C)=O)c3cc(C)ccc3C)cc2c1 | -3.7%
CCN(C(=O)c1ccc2c(c1)N(Cc1cccc(Cl)c1)C(=O)c1ccccc1S2=O)c1ccccc1 (stereo unspecified) | 1.7%
CCOc1ccccc1NC(=O)CN1C(=O)C(C)SC(C)C1=O (stereo unspecified) | -4.3%
CS(=O)(=O)c1[nH]nc(-c2ccccc2Cl)c1C#N | 4.9%
COc1ccccc1CNC(=O)c1ccc(-c2nc(CS(=O)(=O)c3ccc(C)cc3)c(C)o2)cc1 | -7.7%

Carrying on:
SMILES | aSyn tox rescue
COc1cccc(NC(=O)CN2C(=O)C3(SCC(=O)N3c3cc(C)cc(C)c3)c3ccccc32)c1 (stereo unspecified) | 2.4%
CS(=O)(=O)c1ccccc1C(=O)NCCC(c1ccccc1)c1ccccc1 | -4.3%
Cc1nn(C)c2c1c(C(F)(F)F)cc(=O)n2CC(=O)N1CCCCC1C (stereo unspecified) | 18.8%
Cc1cc(NC(=O)c2cccn2-c2nnc(N3CCCCC3)s2)ccc1Br | 23.9%
Nc1ncnc(N)c1NC(=O)c1cc(Cl)c(OCc2ccccc2)c(Cl)c1 | -2.2%
CCc1noc(C)c1C(=O)NCCc1ccccc1 | -0.4%
COc1ccc(OCCn2nnc3sc4c(c3c2=O)CCC(C(C)(C)C)C4)cc1 (stereo unspecified) | -3.4%
COc1ccc(NC(=O)Cn2c(-c3ccc(F)cc3)cc(C(C)=O)c2C)c(OC)c1 | -3.9%

More entries follow:
SMILES | aSyn tox rescue
CCc1cccc(NCc2ccccc2-c2nnc(-c3ccccc3Cl)o2)c1 | -4.6%
O=C(NCc1ccc(Cl)cc1)C(=O)NCC(c1ccc2c(c1)OCO2)N1CCOCC1 (stereo unspecified) | 1.4%
O=C(COC(=O)c1cncc(Br)c1)Nc1ccc(S(=O)(=O)N2CCOCC2)cc1 | 0.1%
CCc1cccc(-n2c(=O)c3cccnc3n2CC(=O)Nc2ccc(OC)c(Cl)c2)c1 | -1.0%
COc1ccc(-n2nc3c(c2NC(=O)c2ccccc2)CS(=O)(=O)C3)cc1 | -3.4%
Cc1cccc(N2CCN(C(=O)Cn3c(-c4cccs4)cc4ccccc43)CC2)c1C | 5.6%
Cc1ccccc1C(=O)Nc1ccccc1C(=O)N1CCC(C)CC1 | 5.7%
CN1C(=O)c2ccccc2C(O)c2ccccc21 (stereo unspecified) | -2.2%

The listing continues.
SMILES | aSyn tox rescue
COc1ccc(OC)c(C2CC(=O)c3c([nH]c(C(=O)OC4CCC(C)CC4)c3C)C2)c1 (stereo unspecified) | 6.7%
Cc1ccc(-n2nnc3c(=O)n(CC(=O)c4ccccc4)cnc32)cc1 | -6.6%
CCOC(=O)c1c(NC(=O)C(C)Sc2nnc(C)c(=O)[nH]2)sc2c1CCCC2 (stereo unspecified) | 5.0%
Cc1cc(C)cc(NC(=O)N2CCC(N3CCN(Cc4ccccc4)C(=O)C3=O)CC2)c1 | 2.7%
COc1ccc(C)cc1N(CC(=O)NC1CCCC1)C(=O)Cn1nnc(-c2ccc(C)o2)n1 | -4.4%
CCN(CC)S(=O)(=O)c1ccc2c(c1)nc(CCC(=O)O)n2CC | 3.7%
CCOC(=O)c1cc(CC)sc1NC(=O)COc1ccccc1C | 3.7%
COc1ccc(CCNC(=O)c2cnc3ccc(C)cn3c2=O)cc1OC | ?

(further entries)
SMILES | aSyn tox rescue
CCN(CC)S(=O)(=O)c1ccc(N2CCOCC2)c(NC(=O)c2cc(C)cc(C)c2)c1 | 6.9%
COc1cc(NC(=O)CSc2nc(-c3ccc(C)cc3)nc3c2Cc2ccccc2O3)cc(OC)c1 | -7.2%
O=C(NCCc1csc(-c2ccc(Cl)cc2)n1)c1ccco1 | -10.4%
CCOC(=O)C1CCCN(C(=S)Nc2cccc(Cl)c2C)C1 (stereo unspecified) | 2.9%
O=C(O)c1n[nH]nc1-c1ccccc1 | 14.1%
Cn1nc(C(=O)NCc2ccc(Cl)cc2)c2c1-c1ccccc1SC2 | 6.1%
CCCCCCN1C[C@@H](O)[C@H](n2cc(C3CC3)nn2)C[C@@H]1c1ccccc1 | -8.0%
Cc1cc(S(=O)(=O)Nc2cc3c(cc2N2CCOCC2)n(C)c(=O)n3C)ccc1F | 3.2%

Reformatted with each value named: entries from further up
CCCCCCN1C[C@@H](O)[C@H](n2cc(C3CC3)nn2)C[C@@H]1c1ccccc1
  aSyn tox rescue: -8.0%
Cc1cc(S(=O)(=O)Nc2cc3c(cc2N2CCOCC2)n(C)c(=O)n3C)ccc1F
  aSyn tox rescue: 3.2%
Cn1nc(C(=O)NCc2ccc(Cl)cc2)c2c1-c1ccccc1SC2
  aSyn tox rescue: 6.1%
O=C(O)c1n[nH]nc1-c1ccccc1
  aSyn tox rescue: 14.1%

New compounds follow
SMILES | aSyn tox rescue
COc1ccc(C(=O)Nc2ccc(NC(=O)c3cccc(OC)c3)cn2)cc1 | 1.9%
Cn1cnc(S(=O)(=O)N2CCC(C(=O)N3CCN(c4ccccc4F)CC3)CC2)c1 | -2.0%
C/C(N)=C(/C#N)C(=O)CSc1nnc(-c2ccccc2)n1C | -2.3%
Cc1ccc(Nc2c(-c3ccco3)nc3ccc(C)cn23)cc1 | -7.7%
Cc1ccc(S(=O)(=O)NCC(=O)NCC(=O)OCC(=O)NC(=O)NC(C)(C)C)cc1C | 6.4%
CCc1ccc(Nc2ncc3c(n2)CC(C)(C)CC3=O)cc1 | -8.2%
O=C(CSc1cccs1)Nc1ccc(Cl)cc1 | 7.9%
Cc1nnc(NC(=O)C2=COCCO2)s1 | 1.8%

(continued)
SMILES | aSyn tox rescue
NC(=O)COC(=O)c1ccccc1Nc1ccc(SC(F)F)cc1 | 1.1%
CCOc1ccc(NC(=O)Cn2c(=O)n(-c3ccccc3)c(=O)c3ccc(C(=O)NCc4ccc5c(c4)OCO5)cc32)cc1 | -8.6%
COCCn1cc(C(=O)NCc2ccco2)c2c3ccccc3n(C)c2c1=O | -2.3%
CCCCCCCCCCOC(=O)Cn1c(COc2cccc(OC)c2)[n+](C)c2ccccc21 | -4.0%
Cc1ccc(Cn2c(SCc3ccc(C(=O)NC4CCCC4)cc3)nc3ccncc32)cc1 | 1.7%
COC(=O)c1sc2cccc(F)c2c1S(=O)(=O)Nc1ccc(N(C)C)cc1 | 6.1%
Cn1c(=O)[nH]c(=O)c2c1nc(N1CCN(C(c3ccccc3)c3ccccc3)CC1)n2CCO | -4.6%
COc1ccc(NC(=O)CCSc2nc(-c3ccc(OC)cc3)cc(C(F)(F)F)n2)cc1 | -13.3%

(listing goes on)
SMILES | aSyn tox rescue
CCc1ccc2n(-c3ccc(OC)cc3)c([S-])c(C(=O)Nc3cc(C)cc(C)c3)[n+]2c1 | 0.8%
O=C1CNC(=O)c2cc(Cl)ccc2N1 | -1.9%
CCOc1ccc(NC(=O)CSc2ncnc3c2sc2ccccc23)cc1 | 1.0%
Cc1ccc(NC(=O)CN(C)C(=O)C2CCC2)cc1 | -0.3%
NC(=O)C1CCN(C(=O)c2cccc(NC(=O)c3nsc4ccccc34)c2)CC1 | 4.9%
O=S(=O)(c1ccc(Cl)cc1)N1CCC(O)(CN2CCN(Cc3ccccc3)CC2)CC1 | 3.0%
Cc1ccc(S(=O)(=O)n2cccc2/C=C/[N+](=O)[O-])cc1 | -61.2%[inhibitor]
Cc1nn(C)c2c1c(C(F)(F)F)cc(=O)n2C(C)C(=O)N1CCN(c2ccccc2)CC1 (stereo unspecified) | 2.3%

(list continues)
SMILES | aSyn tox rescue
COc1cc(CNCCCSc2nnnn2C)cc(Br)c1OC | 3.5%
Cc1ccc(Nc2c3c(nc4ccccc24)CCC3)cc1F | 6.2%
CCCn1cnc2cc(NCc3ccccc3OCC)ccc21 | 1.1%
COc1ccc(-c2cc3c(=O)n(CC(=O)NCc4ccccc4OC)ncn3n2)cc1 | 3.6%
CN(Cc1ccon1)Cc1cn(C)nc1-c1cccc(Cl)c1 | 1.8%
Cc1ccn2c(=O)cc(CSc3nnc(C)s3)nc2c1 | -8.1%
COc1ccc(CCNC(=S)NCCc2ccc(OC)c(OC)c2)cc1OC | -1.2%&-6.0%
O=C(NC1CCCCC1)c1ccc2c(c1)N(Cc1cccc(Cl)c1)C(=O)c1ccccc1S2(=O)=O | 1.1%

(cont.)
SMILES | aSyn tox rescue
COCCCN1C(=O)c2oc3ccccc3c(=O)c2C12C(=O)N(C)c1ccccc12 (stereo unspecified) | 4.8%
Cc1ccc(CSc2nc3cccnc3n2Cc2ccc(C(=O)NCc3ccco3)cc2)cc1 | 1.0%
CC1(C)CC(=O)C=C(c2ccc(-c3cnc4ccccc4c3)cc2)C1=O | -9.0%
COc1ccc(NC(=O)c2c(C)oc3ccc(O)c(CN4CCOCC4)c23)cc1 | -1.7%
Cc1ccc(C(=O)NNC(=O)c2nn(-c3ccc(F)cc3)ccc2=O)cc1 | 5.4%
CC1=C(C(=O)N(C)C)CC(CC(=O)NCCCN(C)C)C(=O)N1CCC1=CCCCC1 (stereo unspecified) | 0.6%
CC1CCCN(C(=O)CSc2nnc(-c3cccs3)o2)C1 (stereo unspecified) | -4.8%
O=[N+]([O-])c1ccccc1NC1CCN(Cc2ccccc2)CC1 | 11.3%
Cc1cnc(C(=O)NC(Cc2ccccc2)c2ccccc2)cn1 (stereo unspecified) | 13.0%
CCc1ccc2oc(-c3ccc(OC)cc3)cc(=Nc3cccc(C(=O)O)c3)c2c1 | 0.4%
